T cell HTS: modulates CD8 T cell binding to vesicles | 2C CD8+ T cell-vesicle binding, flow cytometry; active compounds read low | calls only at 7 µM | actives 0.068% (n = 330,000) | AID 2052;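 active means response, share of CD8 T cells binding vesicles, and their 90th percentile fluorescence all below set limits, cut at about 80% in these data, passing the limit was not always enough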
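Incubation: binding step 1.5 h, 37 °C, antibody labelling 20 min, ice; system: murine 2C transgenic CD8+ T lymphocytes; technique: cytometric PE anti-B7-1 and Alexa647 anti-CD8 signals after 1% paraformaldehyde fixation; also added: QL9-charged Drosophila Ld/ICAM-1/B7-1 vesicles; control set: naked versus QL9-loaded vesicles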
Myeloid diff MLP: myeloid differentiation induction; ER-HoxA9 myeloid progenitors, lysozyme-GFP differentiation, flow cytometry; actives 1% (n = 360,000); calls only at 10 µM;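 active means normalized GFP-positive differentiation at or above the plate's own cutoff, the solvent-only control mean plus 3 SD; inconclusive means no clear call, values can overlap the other calls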;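 further: cells exposed to compound for four days before flow analysis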
Lipid droplet: hepatic lipid droplet formation modulation | AID 1656 | AML12 mouse hepatocytes, oleate lipid droplets, BODIPY imaging | inhibition, % at 6.5 µM | actives 0.4% (n = 240,000);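 active means lipid droplet intensity inhibited by at least 50%, with more than 500 cells counted; inconclusive means wells with under 300 cells, treated as cytotoxic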
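System: AML12 hepatocytes (mouse). Probe or stimulus: oleic acid at 100 µM to induce lipid droplet formation. Times: overnight treatment with compound plus oleate. Detection: Image-based BODIPY and DAPI two-channel analysis. Evaluation: percent inhibition of filter-corrected integrated lipid droplet intensity per well.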
Lipid droplet cells 6.5 µM: recorded beside Lipid droplet, whose call it bears; cell count; measured here: cell count, cytotoxicity flag;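 cells counted across two imaged fields per well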
T cell HTS vesicle-bound %: second read-out of T cell HTS, no call of its own (marks repeat the call); double positive events, %; measured here: CD8+ vesicle-bound cell fraction;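 binding gate set so that unloaded-vesicle control wells show 10% double positive cells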
Myeloid diff MLP GFP+ MAC1+ %: second read-out of Myeloid diff MLP, no call of its own (marks repeat the call); GFP+ MAC1+ double positive, %; measured here: differentiation confirmed by MAC1 staining
Starred values were filed as active, the others as inactive; i = inactive; ? = inconclusive; . = not tested or not shown. An excerpt; count on the stated rates, not on these rows.

no.	Structure	T cell HTS	T cell HTS vesicle-bound %	Myeloid diff MLP
1	N#Cc1cccc(NC(=O)Cc2ccsc2)c1	i	43.9	i
2	COCCN1C(=O)N(c2ccc(Cl)cc2)C(=O)C1CC(=O)Nc1cc(OC)cc(OC)c1 (centres undefined)	i	57.7	i
3	Cc1cc(C)c(S(=O)(=O)c2ccc(F)cc2C)c(Cl)n1	i	51.1	i
4	Cc1cc(CN2CCC(N3CCC(C(=O)NC4CC4)CC3)CC2)cc(C)c1O	i	33.5	i
5	COc1ccc(C(C)NS(=O)(=O)Cc2ccccc2)cc1 (centres undefined)	i	63.9	i
6	CCOc1ccc2nc(N(CCCN(C)C)C(=O)c3ccc(S(=O)(=O)N4CCCC4)cc3)sc2c1	i	57.1	i
7	Cc1ccnc(NC(=O)CCCc2c[nH]c3ccccc23)c1	i	24.9	i
8	CC(C)NC(=O)C(c1ccc(F)cc1)N(C(=O)CCC(=O)Nc1ccccn1)C1CCCCC1 (centres undefined)	i	43.2	i

no.	Myeloid diff MLP GFP+ MAC1+ %	Lipid droplet	Lipid droplet cells 6.5 µM
1	0.7	-2.8	817
2	0.3	-1.6	899
3	0.2	-25.9	761
4	0.7	2.9	769
5	0.5	-4.9	784
6	0.5	9.6	833
7	2.6	-0.5	819
8	2.4	-24.6	810

Exported as tab-separated lines: 3 of the compounds above
no.	mol	T cell HTS	T cell HTS vesicle-bound %	Myeloid diff MLP	Myeloid diff MLP GFP+ MAC1+ %	Lipid droplet	Lipid droplet cells 6.5 µM
3	Cc1cc(C)c(S(=O)(=O)c2ccc(F)cc2C)c(Cl)n1	i	51.1	i	0.2	-25.9	761
8	CC(C)NC(=O)C(c1ccc(F)cc1)N(C(=O)CCC(=O)Nc1ccccn1)C1CCCCC1 (centres undefined)	i	43.2	i	2.4	-24.6	810
1	N#Cc1cccc(NC(=O)Cc2ccsc2)c1	i	43.9	i	0.7	-2.8	817

Further results:
no.	Structure	T cell HTS	T cell HTS vesicle-bound %	Myeloid diff MLP
9	O=C(Oc1ccc(C(=S)N2CCOCC2)cc1)c1ccc([N+](=O)[O-])cc1[N+](=O)[O-]	i	37.7	i
10	COc1ccc2nc(SCC(=O)NCc3ccccc3)[nH]c2c1	i	63.8	i
11	COc1cccc(CNC(=O)CCNS(=O)(=O)c2ccc(Br)s2)c1	i	31.9	i
12	COc1cc(CN(C)CC2CCCN(CCc3cccc(C(F)(F)F)c3)C2)ccc1O (centres undefined)	i	49.0	i
13	S=C(/N=c1/sccn1Cc1ccccc1)NC1CC1	i	12.3	i
14	CC(NC(=O)CCCCCNC(=O)N1CCn2c1nc1ccccc12)c1ccccc1 (centres undefined)	i	11.1	i
15	Cc1ccc(S(=O)(=O)N(C)Cc2ccccc2)cc1C(=O)N1CCCCC1	i	.	?
16	O=C(NCCc1ccc(F)cc1)C1CCCO1 (centres undefined)	i	59.6	i

no.	Myeloid diff MLP GFP+ MAC1+ %	Lipid droplet	Lipid droplet cells 6.5 µM
9	0.8	5.5	799
10	0.6	-4.4	809
11	0.4	3.3	823
12	1.2	-13.9	766
13	3.9	-38.3	754
14	3.9	-0.4	828
15	.	3.0	687
16	0.3	-10.3	767

New compounds follow
no.	Structure	T cell HTS	T cell HTS vesicle-bound %	Myeloid diff MLP
17	CCn1c(SCC(=O)N2CCC(C)CC2)nnc1-c1ccco1	i	50.4	i
18	CCOc1ccc(S(=O)(=O)N2CCC(C(=O)N3CCN(C)CC3)CC2)cc1Cl	i	14.7	i
19	O=C(NCCO)c1cc2c([nH]c3ccccc32)c(-c2ccc(F)cc2)n1	i	13.6	i
20	Cc1ccccc1-c1nnc(SCC(=O)NC2CCCC2)o1	i	24.3	i
21	Cc1ccc(CCN2CC(C(=O)NCCCN3CCC(C)CC3)CC2=O)cc1 (centres undefined)	i	25.9	i
22	CN(C(=O)CC1C(=O)NCCN1Cc1c(F)cccc1Cl)C1CCOCC1 (centres undefined)	i	12.2	i
23	COC(=O)CCC(=O)Nc1cc(OC)c(OC)cc1Cc1nccc2cc(OC)c(OC)cc12	i	64.5	i
24	CC1CC(C)CN(CC(O)COCc2ccccc2F)C1 (centres undefined)	i	20.8	i

no.	Myeloid diff MLP GFP+ MAC1+ %	Lipid droplet	Lipid droplet cells 6.5 µM
17	2.2	-15.2	692
18	2.7	-3.1	808
19	3.8	24.4	822
20	0.4	4.7	809
21	0.6	5.4	793
22	1.5	-78.4	677
23	0.5	2.5	860
24	0.6	0.1	850

Next compounds follow.
no.	Structure	T cell HTS	T cell HTS vesicle-bound %	Myeloid diff MLP
25	CN(C)c1ccc(C(C(=O)NC2CCCC2)N(C(=O)c2ccco2)C2CC2)cc1 (centres undefined)	i	37.5	i
26	COc1ccc(CNC(=O)C2CCCN(S(=O)(=O)c3cccc4nsnc34)C2)cc1 (centres undefined)	i	18.1	i
27	Cc1ccc(-c2[nH]ncc2C(=O)c2ccccc2C)c(O)c1	i	39.2	i
28	CN(CCc1ccccc1)C1CCCN(C(=O)Cn2cccn2)C1 (centres undefined)	i	29.1	i
29	S=C(Nc1cccnc1)Nc1ccccn1	i	55.5	i
30	Cc1ccccc1-n1nc2c(c1NC(=O)C(C)(C)C)CS(=O)(=O)C2	i	42.5	i
31	COc1ccc(SCCCn2c(=O)c3c(ncn3C)n(C)c2=O)cc1	i	30.8	i
32	CN(CC(=O)Nc1ccccc1Cl)C(=O)COC(=O)Cc1ccc(F)cc1	i	10.8	i

no.	Myeloid diff MLP GFP+ MAC1+ %	Lipid droplet	Lipid droplet cells 6.5 µM
25	0.7	1.9	715
26	6.3	-5.8	754
27	0.2	-0.8	815
28	0.4	8.1	641
29	0.2	-11.6	838
30	0.6	-0.7	717
31	0.6	-1.1	743
32	3.0	0.4	798

Filtered by structure, those above with a thiophene ring, fused or not (2)
no.	Structure	T cell HTS	T cell HTS vesicle-bound %	Myeloid diff MLP
1	N#Cc1cccc(NC(=O)Cc2ccsc2)c1	i	43.9	i
11	COc1cccc(CNC(=O)CCNS(=O)(=O)c2ccc(Br)s2)c1	i	31.9	i

no.	Myeloid diff MLP GFP+ MAC1+ %	Lipid droplet	Lipid droplet cells 6.5 µM
1	0.7	-2.8	817
11	0.4	3.3	823

Further results follow:
no.	Structure	T cell HTS	T cell HTS vesicle-bound %	Myeloid diff MLP
33	CCC(C)(C)NC(=O)CN(Cc1ccc(OC)cc1)C(=O)CCC(=O)Nc1nccs1	i	14.0	i
34	O=C(N1CCC(n2nc(-c3ccccc3)oc2=O)CC1)C1(c2ccccc2)CC1	i	34.3	i
35	CCOc1ccc(NC(=O)CCn2nc(C)c(S(=O)(=O)N3CCCCC3)c2C)cc1	i	17.3	i
36	COCC1CCCC1OS(N)(=O)=O (centres undefined)	i	15.1	i
37	O=C(c1ccc2[nH]ccc2c1)N1CCCC(Nc2ccccc2)C1 (centres undefined)	i	5.9	i
38	O=C(NC1CCN(S(=O)(=O)c2ccccc2)CC1)c1cccc(F)c1	i	56.3	i
39	CC(=O)Nc1ccc(S(=O)(=O)NC2CC3CCC2C3)cc1 (centres undefined)	i	57.4	i
40	O=C(Nc1cccc(O)c1)c1cccc(C(=O)Nc2cccc(O)c2)c1	i	43.4	i

no.	Myeloid diff MLP GFP+ MAC1+ %	Lipid droplet	Lipid droplet cells 6.5 µM
33	0.4	-0.2	807
34	2.1	4.9	728
35	0.3	45.2	762
36	1.6	4.4	828
37	3.0	8.1	753
38	0.3	-2.5	821
39	1.1	1.9	798
40	0.8	3.8	825

The list goes on:
no.	Structure	T cell HTS	T cell HTS vesicle-bound %	Myeloid diff MLP
41	O=S(=O)(NC1CCCCCCC1)c1ccccc1F	i	43.7	i
42	Cc1ccc(NC(=O)CSCC(=O)N2CCN(Cc3ccc4c(c3)OCO4)CC2)cc1	i	59.0	i
43	Cc1ccc(O)c(C(=O)c2cnc3c(c2)c(C)nn3C)c1	i	11.7	i
44	COc1ccccc1NC(=O)CN1CCN(CC(=O)Nc2ccc(S(N)(=O)=O)cc2)CC1	i	50.8	i
45	COc1ccc(S(=O)(=O)N(C)CC(=O)NCCc2ccccc2)cc1OC	i	35.4	i
46	Cc1ccc(-c2nnn(CC(=O)N(CC(=O)NC3CCCC3)c3cccc(F)c3)n2)o1	i	39.1	i
47	Cc1ccc(S(=O)(=O)NCCCC(=O)N2CCC(C)CC2)cc1	i	52.9	i
48	CC(=O)c1cccc(Nc2c3c(nc4ccccc24)CCC3)c1	i	53.5	?

no.	Myeloid diff MLP GFP+ MAC1+ %	Lipid droplet	Lipid droplet cells 6.5 µM
41	3.1	17.0	765
42	1.3	-11.7	624
43	0.6	-4.9	755
44	1.2	2.3	793
45	0.6	3.9	788
46	3.3	-9.5	832
47	0.8	-1.1	825
48	.	-91.1	592

Other results:
no.	Structure	T cell HTS	T cell HTS vesicle-bound %	Myeloid diff MLP
49	O=C(CCN1C(=O)/C(=C/c2ccccc2F)SC1=S)NCCc1ccc(O)cc1	i	30.4	i
50	COc1ccc(NC(=O)C2CCN(S(=O)(=O)c3ccc4c(c3)CC(C)N4C(C)=O)CC2)c(OC)c1 (centres undefined)	i	14.7	i
51	COc1ccc(CN2CCN(Cc3c[nH]c4ccccc34)CC2)cc1	i	19.5	i
52	COc1ccc(S(=O)(=O)N2CCC(C(=O)NCC3CCCCC3)CC2)cc1	i	17.8	i
53	COc1cccc(CNC(=O)Cn2nc(C)c3c(C)n(-c4ccc(C)cc4)nc3c2=O)c1OC	i	31.6	?
54	CCN(CC)S(=O)(=O)c1ccc(N2CCN(c3ccccc3O)CC2)nc1	i	28.5	i
55	CC(C)(C)C(=O)CN1C(=O)NC2(CCc3ccccc32)C1=O (centres undefined)	i	16.8	i
56	Cc1c(CC(=O)N[C@@H](C)C(=O)O)c(=O)oc2cc3occ(-c4ccccc4)c3cc12	i	22.0	i

no.	Myeloid diff MLP GFP+ MAC1+ %	Lipid droplet	Lipid droplet cells 6.5 µM
49	4.2	-0.8	713
50	3.6	-6.1	738
51	0.6	-6.9	864
52	1.2	-2.4	773
53	.	-5.9	705
54	0.6	2.2	816
55	1.1	-8.5	661
56	0.3	17.8	743

Next records.
no.	Structure	T cell HTS	T cell HTS vesicle-bound %	Myeloid diff MLP
57	Cc1ccc(N2CC(C(=O)Nc3nc4ccc(S(C)(=O)=O)cc4s3)CC2=O)cc1C (centres undefined)	i	15.8	i
58	O=C(NCCc1nnc2ccc(N3CCCCCC3)nn12)c1ccccc1	i	10.5	i
59	O=C(CCCc1ccccc1)NCc1ccc(Cl)cc1	i	49.1	i
60	CCOc1cc(/C=N/NC(=O)c2nnn(-c3nonc3N)c2C)ccc1OCc1ccc(F)cc1	i	13.2	i
61	O=C(CN1C(=O)S/C(=C\c2cc(Cl)c(O)c(Cl)c2)C1=O)Nc1ccccc1	i	58.5	i
62	COC(=O)c1cccc(NC(=O)c2ccc3c(c2)C(=O)N(Cc2cccnc2)C3=O)c1C	i	39.6	i
63	COCc1c(C(=O)N2CCN(Cc3ccc(C#N)cc3)CC2)oc2ccccc12	i	29.1	i
64	Cc1ccc(C(=O)N2CCCC(Nc3ccc(C)c(C)c3)C2)c(=O)[nH]1 (centres undefined)	i	60.0	i

no.	Myeloid diff MLP GFP+ MAC1+ %	Lipid droplet	Lipid droplet cells 6.5 µM
57	0.3	0.3	804
58	2.1	-11.3	694
59	0.4	-9.4	767
60	1.5	14.4	632
61	0.4	0.0	825
62	1.5	-1.9	664
63	0.6	-27.0	722
64	3.8	-23.9	719

(more compounds)
no.	Structure	T cell HTS	T cell HTS vesicle-bound %	Myeloid diff MLP
65	Cc1cc(-c2ccc(C)c(S(=O)(=O)N3CCN(c4ccccn4)CC3)c2)on1	i	30.7	i
66	CCOC(=O)NC(Cc1c[nH]c2ccccc12)C(=O)NCCc1ccc(S(N)(=O)=O)cc1 (centres undefined)	i	10.3	i
67	COC(=O)c1ccccc1C(=O)N1CCCC(C(=O)c2ccc(OC)c(OC)c2)C1 (centres undefined)	i	66.6	i
68	CCOc1ccc(N(C)C(=O)CCc2nnc3ccc(N4CCCCC4)nn23)cc1	i	61.9	i
69	CCCn1nc(NC(=O)COC)c2cc3cc(C)ccc3nc21	i	26.6	i
70	CCc1ccccc1NC(=O)C(Cc1ccccc1)c1nn[nH]n1 (centres undefined)	i	43.7	i
71	COc1ccc(C(=O)NC2CCN(S(=O)(=O)c3ccccc3F)CC2)cc1	i	64.2	i

no.	Myeloid diff MLP GFP+ MAC1+ %	Lipid droplet	Lipid droplet cells 6.5 µM
65	1.3	-5.3	702
66	1.3	-17.6	625
67	1.2	14.9	611
68	0.0	-0.7	616
69	0.6	-5.8	831
70	0.6	25.5	796
71	0.5	5.5	825

High-throughput results (PubChem BioAssay)
